influenza NS1A – H1N1 influenza NS1A inhibitors, functional cell based assay (AID 504329). NS1A functional cell-based assay, percent inhibition; higher % means a stronger effect. one-dose inhibition, % at 12.5 µM; IC50 in µM for titrated hits. 340,000 tested, 0.3% active; in the data active means a potency from the dose series; inconclusive means inhibition above about 27% without an active follow-up result; further: strong numbers were not always called active
VEEV TC-83 Vero – inhibitors of VEEV TC-83 cytopathic effect, confirmation, Vero cells (AID 588727); inhibition, % at 20 µM, or IC50 in µM where a hit was titrated; Vero cells, VEEV TC-83 cytopathic effect inhibition; higher % means a stronger effect; 350,000 tested, 0.13% active; in the data active means a potency from the dose series; inconclusive means inhibition mostly from about 14% at the one dose, without a potency; inactive means the rest, 99 in 100 with inhibition below about 12%; further: strong numbers were not always called active
Salmonella PhoP GFP – PhoP regulon inhibitors, Salmonella typhi PhoP promoter GFP reporter, confirmatory (AID 1850); Salmonella Typhi PhoP-promoter GFP reporter, fluorescence, 4 h; higher % means a stronger effect; one-dose inhibition, % at 50 µM; IC50 in µM for titrated hits; 310,000 tested, 0.33% active; in the data active means a potency from the dose series; inconclusive means inhibition mostly from about 25% at the one dose, without a potency; inactive means the rest, 99 in 100 with inhibition below about 19%;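 further: 0% = induced wells with vehicle and 100% = uninduced wells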
H37Rv inhibition – M. tuberculosis growth inhibition, HTS (AID 449762); M. tuberculosis H37Rv growth inhibition, 7H9 media; higher % means a stronger effect; one-dose inhibition, % at 25 µM; IC50 in µM for titrated hits; 330,000 tested, 0.59% active; in the data active means a potency from the dose series; inconclusive means inhibition above about 70% without an active follow-up result;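 further: bacterial growth assessed after seven days of incubation; strong numbers were not always called active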
M. tuberculosis – growth inhibition of non-replicating M. tuberculosis (AID 488890). Mycobacterium tuberculosis non-replicating, growth inhibition; higher % means a stronger effect. inhibition, % at 25 µM; hits with a dose series show IC50 in µM. 320,000 tested, 0.39% active; in the data active means a potency from the dose series; inconclusive means inhibition mostly from about 82% at the one dose, without a potency; inactive means the rest, 99 in 100 with inhibition below about 76%;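 further: plate controls were DMSO cells for no effect and high antibiotic wells for full effect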
VEEV TC-83 Vero 10K pilot screen – recorded beside VEEV TC-83 Vero, whose call it bears; inhibition, %; measured here: 10K pilot screen inhibition
Numbers without * were called inactive; i = inactive; ? = inconclusive; nt = no result given.

SMILES | influenza NS1A | VEEV TC-83 Vero | Salmonella PhoP GFP | H37Rv inhibition | M. tuberculosis | others
O=[N+]([O-])c1ccc(OCCn2cnc3ccccc32)cc1 | -17% | i | 12% | 7% | 3%
CCOC(=O)C1CCN(C(=O)C(C)N(c2ccc(Oc3ccccc3)cc2)S(C)(=O)=O)CC1 (stereo unspecified) | -11% | 0.1% | nt | nt | nt
CCOc1ccc(C(=O)Nc2nc(C)cc(C)n2)cc1[N+](=O)[O-] | 11% | 0.0% | -8% | -3% | -3%
COc1ccc(OC)c2[nH]c(=O)c(CCNC(=O)Cc3cccs3)cc12 | 0% | 0.8% | -10% | 1% | -5% | VEEV TC-83 Vero 10K pilot screen=1.7
O=C1Cc2ccccc2N1c1c(Cl)cccc1Cl | -4% | 3.4% | 5% | 3% | 8%
O=C(Nc1ccc(N2CCN(C(=O)c3ccco3)CC2)c(Cl)c1)c1c(F)c(F)c(F)c(F)c1F | 4% | 0.7% | 4% | ? | 72%
Cc1c([N+](=O)[O-])cnc(Sc2ccccc2)c1[N+](=O)[O-] | -1% | 11% | 16% | 2µM* | 6.4µM*
O=[N+]([O-])c1nn(-c2ccc3c(c2)OCCO3)n(O)c1=NCc1ccccc1Cl | 0% | 6.5% | 8% | -3% | 13%
CS(=O)(=O)c1cccc(C(=O)OCC(=O)NC(=O)Nc2ccccc2F)c1 | 2% | i | nt | -7% | -5%
COc1cccc(C(=O)NCCS(=O)(=O)N2CCCCC2)c1 | -1% | 0.7% | -5% | -5% | 0%
CC1CC(C)CN(S(=O)(=O)c2ccc(C(C)(C)C)cc2)C1 (stereo unspecified) | 1% | 9.5% | 1% | 3% | 5%
COc1ccc(-c2nnc3n2N=C(C)CS3)cc1 | -4% | 1.6% | -1% | 8% | -3%

2 entries picked at random from those above, as already listed:
SMILES | influenza NS1A | VEEV TC-83 Vero | Salmonella PhoP GFP | H37Rv inhibition | M. tuberculosis | others
CC1CC(C)CN(S(=O)(=O)c2ccc(C(C)(C)C)cc2)C1 (stereo unspecified) | 1% | 9.5% | 1% | 3% | 5%
O=C(Nc1ccc(N2CCN(C(=O)c3ccco3)CC2)c(Cl)c1)c1c(F)c(F)c(F)c(F)c1F | 4% | 0.7% | 4% | ? | 72%

Other entries follow:
SMILES | influenza NS1A | VEEV TC-83 Vero | Salmonella PhoP GFP | H37Rv inhibition | M. tuberculosis | others
COC(=O)Cn1c(C)c(C(C)=O)c(C(C)=O)c1C | 6% | 2.5% | 4% | 2% | 5%
COc1c(C)cc(Br)cc1C(=O)Nc1ccc(N2CCN(S(C)(=O)=O)CC2)cc1 | -6% | 0.2% | -2% | -7% | -2%
O=C(OCC(=O)N1CCCC1)c1ccccc1O | 9% | 1.2% | 9% | 3% | 72%
CCOC(=O)c1sc(=NC(=O)c2ccc(OC)c(OC)c2)n(C)c1C | -11% | 0.1% | -2% | -3% | -6%
Cc1cccc(Nc2ccccc2C(=O)OCC(=O)N2CCOCC2)c1C | -5% | 2.5% | 0% | 5% | 49% | VEEV TC-83 Vero 10K pilot screen=1.2
COCCSc1nnc(NS(=O)(=O)c2ccc(C)cc2)s1 | 1% | 2.8% | -2% | -7% | 1%
CCc1ccc(N(C(=O)c2csnn2)C(C(=O)NC(C)(C)C)c2ccccn2)cc1 (stereo unspecified) | -8% | i | -1% | 8% | 17%
C=CCOc1c(CNc2ccc(C(=O)O)cc2)cccc1OC | -3% | 0.1% | 14% | 2% | 29%
COc1ccc(-c2c(-c3ccsc3)oc3ccc(N4CCOCC4)cc23)cn1 | -2% | 3.8% | 4% | ? | 5%
COc1ccc(CNC(=O)CN(C)Cc2ccc(C(C)(C)C)cc2)cc1 | 2% | i | 1% | 8% | 36%
CCOc1ccc(C(C)=O)cc1Cn1ccsc1=N | 1% | 1.8% | 3% | -6% | 17%
O=c1cc(CO)occ1OCc1cccc(C(F)(F)F)c1 | -4% | 2.5% | -4% | -1% | -5%
CCOc1ccccc1NC1=NC2CS(=O)(=O)CC2S1 (stereo unspecified) | 4% | 2.3% | 26% | -8% | 1%
COc1ccc(CNc2nc3ccccc3n2C(C)C)c(O)c1 | 1% | 1.4% | -2% | 6% | 30%
Cc1ccc(Cn2nc(C)c(C(=O)NCC(c3ccc(F)cc3)N3CCOCC3)c2Cl)cc1 (stereo unspecified) | -15% | 4.8% | nt | -5% | 25%
O=Cc1cn[nH]c1-c1ccccc1 | -4% | i | 4% | 3% | -1%
CCN(CC)c1ccc(C2C(C(=O)Nc3ccccn3)=C(C)NC3=C2C(=O)CC(C)(C)C3)cc1 (stereo unspecified) | 4% | 6.0% | 2% | 4% | 34%
O=C(N/N=C/c1ccccc1O)c1cccc2ccccc12 | -3% | ? | 3% | -6% | ?
CCOC(=O)c1c(O)c2c([nH]c1=O)CCCC2 | -2% | 2.7% | -11% | -9% | 0%
O=C(CN1CCSC1=O)Nc1ccc(N2CCOCC2)cc1 | -4% | 2.2% | nt | nt | nt
CC12CCC(=O)N1C(C(=O)N1CCN(c3ccccc3)CC1)CS2 (stereo unspecified) | -10% | 1.4% | 8% | -6% | -14%
NS(=O)(=O)c1cc(C(=O)Nc2ccc3c(c2)CCC3)ccc1Cl | -9% | 1.4% | 11% | 1% | 18%
CC(C)(C)c1ccc(OCC(=O)NCC(c2cccs2)N2CCOCC2)cc1 (stereo unspecified) | -10% | 4.7% | -2% | -1% | -18%
CN(C)S(=O)(=O)c1ccc(N2CCCC2)c(C(=O)NCC2CCCO2)c1 (stereo unspecified) | -7% | 0.4% | 3% | 10% | -2%
Cc1cccnc1NC(=O)C1CCC1 | -3% | i | 4% | -5% | -1%
CSc1ncc(C(=O)Nc2cccnc2)c(C(F)(F)F)n1 | 17% | i | 2% | 3% | -2%

Among those listed so far, nine have an aryl methoxy group:
SMILES | influenza NS1A | VEEV TC-83 Vero | Salmonella PhoP GFP | H37Rv inhibition | M. tuberculosis | others
COc1ccc(OC)c2[nH]c(=O)c(CCNC(=O)Cc3cccs3)cc12 | 0% | 0.8% | -10% | 1% | -5% | VEEV TC-83 Vero 10K pilot screen=1.7
COc1cccc(C(=O)NCCS(=O)(=O)N2CCCCC2)c1 | -1% | 0.7% | -5% | -5% | 0%
COc1ccc(-c2nnc3n2N=C(C)CS3)cc1 | -4% | 1.6% | -1% | 8% | -3%
COc1c(C)cc(Br)cc1C(=O)Nc1ccc(N2CCN(S(C)(=O)=O)CC2)cc1 | -6% | 0.2% | -2% | -7% | -2%
CCOC(=O)c1sc(=NC(=O)c2ccc(OC)c(OC)c2)n(C)c1C | -11% | 0.1% | -2% | -3% | -6%
C=CCOc1c(CNc2ccc(C(=O)O)cc2)cccc1OC | -3% | 0.1% | 14% | 2% | 29%
COc1ccc(-c2c(-c3ccsc3)oc3ccc(N4CCOCC4)cc23)cn1 | -2% | 3.8% | 4% | ? | 5%
COc1ccc(CNC(=O)CN(C)Cc2ccc(C(C)(C)C)cc2)cc1 | 2% | i | 1% | 8% | 36%
COc1ccc(CNc2nc3ccccc3n2C(C)C)c(O)c1 | 1% | 1.4% | -2% | 6% | 30%

Quoted from the entries so far for reference:
SMILES | influenza NS1A | VEEV TC-83 Vero | Salmonella PhoP GFP | H37Rv inhibition | M. tuberculosis | others
CN(C)S(=O)(=O)c1ccc(N2CCCC2)c(C(=O)NCC2CCCO2)c1 (stereo unspecified) | -7% | 0.4% | 3% | 10% | -2%
Cc1cccnc1NC(=O)C1CCC1 | -3% | i | 4% | -5% | -1%
CSc1ncc(C(=O)Nc2cccnc2)c(C(F)(F)F)n1 | 17% | i | 2% | 3% | -2%

Assay outcomes (PubChem BioAssay)
